Screening results from PubChem BioAssay.
S1P4 agonist = S1P4 receptor agonists, primary screen, cell-based | activation, % at 4.98 µM | S1P4-expressing cell line, agonist reporter assay | Sphingosine 1-phosphate receptor 4 (Homo sapiens), O95977 | AID 1509, 2009 | 0.35% of 220,000 active; in the data active means activation above about 11%;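 further: 0% = DMSO vehicle and 100% = reference agonist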
EP2 modulator = EP2 receptor modulators, cAMP readout, primary screen, cell-based, HTRF cAMP, PGE2 stimulation | EP2-expressing cells, cAMP HTRF FRET, PGE2 co-stimulation | induction, % at 25 µM | 0.83% of 260,000 active | AID 940, 2007;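 active means compounds whose cAMP rise, as percent of the full-agonist control response, exceeds 60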;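 further: rat C6 glioma line stably carrying human EP2 under a CMV promoter; the protocol text gives 20 µM as final concentration; 100% = response of wells given 1 µM PGE2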
NPY2 pot ag = NPY-Y2 potentiators or agonists, primary screen, cell-based. Neuropeptide Y receptor type 2 (Homo sapiens), P49146. cells expressing NPY-Y2, potentiator/agonist read-out. activation, % at 3.6 µM. 0.45% of 220,000 active. AID 1359, 2008; in the data active means activation above about 27%;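 further: cells stimulated with NPY near EC25 plus isoproterenol at EC100; 0% = vehicle plus submaximal agonist and 100% = vehicle plus saturating agonist; some results beyond the cut were filed as inactive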
Target sequence (P49146 whole entry, looked up): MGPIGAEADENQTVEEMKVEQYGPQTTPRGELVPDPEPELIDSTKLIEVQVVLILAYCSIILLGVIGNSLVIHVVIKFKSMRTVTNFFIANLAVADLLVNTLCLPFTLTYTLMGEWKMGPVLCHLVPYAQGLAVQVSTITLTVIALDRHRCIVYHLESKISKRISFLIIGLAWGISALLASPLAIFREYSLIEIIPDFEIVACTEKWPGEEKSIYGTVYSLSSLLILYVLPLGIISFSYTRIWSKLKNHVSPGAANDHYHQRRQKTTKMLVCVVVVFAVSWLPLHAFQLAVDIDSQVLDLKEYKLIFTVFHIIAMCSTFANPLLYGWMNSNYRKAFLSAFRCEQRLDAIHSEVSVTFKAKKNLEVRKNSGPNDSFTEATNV
NPY1 pot ag = NPY-Y1 receptor potentiators or agonists, primary screen, cell-based | Neuropeptide Y receptor type 1 (Homo sapiens), P25929 | NPY-Y1 expressing cells, potentiator/agonist activation | activation, % at 3.6 µM | 0.37% of 220,000 active; in the data active means activation above about 33%, passing the limit was not always enough;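 further: cells stimulated with NPY at EC10 then isoproterenol at EC100; 0% = low agonist plus stimulus and 100% = saturating agonist plus stimulus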
Target sequence (P25929 whole entry, looked up): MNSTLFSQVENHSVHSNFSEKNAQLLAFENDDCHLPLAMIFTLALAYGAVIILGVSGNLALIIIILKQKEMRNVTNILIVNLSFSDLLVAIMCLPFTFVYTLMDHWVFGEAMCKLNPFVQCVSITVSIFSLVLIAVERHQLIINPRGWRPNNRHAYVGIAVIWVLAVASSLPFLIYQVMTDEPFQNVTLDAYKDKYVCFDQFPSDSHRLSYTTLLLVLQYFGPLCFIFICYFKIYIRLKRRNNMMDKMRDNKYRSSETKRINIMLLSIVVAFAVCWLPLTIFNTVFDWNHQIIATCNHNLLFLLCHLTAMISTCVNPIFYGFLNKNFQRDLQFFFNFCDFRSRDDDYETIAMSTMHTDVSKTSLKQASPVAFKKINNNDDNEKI
TRPN1 ag = zebrafish TRPN1 channel agonists, primary screen, cell-based, HEK293, calcium fluorescence | transient receptor potential cation channel N1 (TRPN1/NompC), Danio rerio | HEK293 zebrafish TRPN1-YFP, Fluo-8 calcium fluorescence; 100% = response to 87 µM carbachol | activation, % at 3 µM | 0.18% of 220,000 active | AID 1424, 2008;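 active means activation above its plate's cutoff, the mean activation of test wells on that plate plus 3 SD, cut at about 19% in these data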;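 further: 0% = DMSO alone and 100% = 87 µM carbachol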
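Material: zebrafish TRPN1-YFP in HEK293 cells. Doses: one dose of 3 µM, 0.3% DMSO. Incubation: dye 1 h 37 °C plus 30 min RT. Measured by: intracellular calcium fluorescence with Fluo-8.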
CHOP inh = inhibitors of CHOP promoter induction, primary screen, cell-based, unfolded protein response, luciferase reporter | CHO-K1 CHOP-promoter luciferase, tunicamycin-induced, 15-18 h | 3.8% of 220,000 active | inhibition, % at 10 µM | AID 2732, 2010;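 active means compounds that reduced the stress-induced luciferase reporter signal by more than about 70% of percent inhibition, limit read from the data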;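 further: 0% = tunicamycin plus vehicle and 100% = wells without tunicamycin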
TRPML3 agonist = human TRPML3 channel agonists, primary screen, cell-based, HEK293 TRPML3-YFP, Fluo-8 calcium fluorescence, 3 µM. 0.29% of 220,000 active. Mucolipin-3 (Homo sapiens), Q8TDD5. activation, % at 3 µM. AID 1448, 2008. 100% = the carbachol control signal;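 active means activation above its plate's cutoff, the mean activation of the plate's test wells plus 3 SD, cut at about 12% in these data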;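 further: 0% = DMSO only wells and 100% = carbachol wells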
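Test system: HEK293 cells stably carrying human TRPML3-YFP; Doses: single dose, 3 µM final nominal compound, 0.3% DMSO final; Schedule: dye loading 1 h 37 °C then 30 min ambient, 125 s read; Technique: Fluo-8 calcium fluorescence; Benchmarks: high control carbachol 87 µM, low control DMSO.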
NPY Y1 blocker = NPY-Y1 receptor antagonists, primary screen, cell-based; HEK293-CNG Y1 cells, membrane potential fluorescence; NPY at EC95, then isoproterenol; inhibition, % at 3.6 µM; 1% of 200,000 active; AID 1040, 2008;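 active means inhibition above the campaign mean inhibition of all tested compounds plus 3 SD, cut at about 20% in these data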;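 further: 0% = DMSO wells given NPY plus isoproterenol and 100% = isoproterenol alone without NPY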
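Assay system: HEK293 Y1/CNG channel cell line; Doses: single compound dose of 3.6 µM, 0.4% DMSO; Timing: dye 3 h, compound 60 min room temperature, stimulation 45 min; Technique: Membrane-potential fluorescent dye readout; Measure: % inhibition of NPY effect.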
S1P4 antagonist = S1P4 receptor antagonists, primary screen, cell-based; Sphingosine 1-phosphate receptor 4 (Homo sapiens), O95977; S1P4-expressing cells, antagonist mode, reporter read-out; inhibition, % at 4.98 µM; 0.26% of 220,000 active; AID 1510, 2009; in the data active means inhibition above about 29%;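 further: 0% = wells stimulated with agonist and 100% = vehicle wells without agonist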
An asterisk follows results filed as active; x = no result given; & = joins results of further samples.

SMILES	S1P4 agonist	EP2 modulator	NPY2 pot ag	NPY1 pot ag	TRPN1 ag	CHOP inh	TRPML3 agonist	NPY Y1 blocker	S1P4 antagonist
Cc1nc(C)c(CCNC(=O)c2ccccc2Br)s1	1.0	12	-8	7	-1.7	7	0.2	2	-27
Cc1cc(NC(=O)CSc2nnc(-c3cccnc3)n2N)no1	1.0	-2	-6	-24	-1.2	20	0.7	-1	-7
Cc1cccc(N2CCN(C(=O)c3ccc(NS(=O)(=O)c4c(C)noc4C)cc3)CC2)c1C	0.1	32	2	-8	-1.5	47	-0.7	3	-1
O=C(CSc1nc(-c2ccccc2)cc(C(F)(F)F)n1)NCc1ccco1	0.6	-41	10	11	0.5	12	-0.2	4	0
Cc1nn(CC(=O)NCCc2ccccc2)c(C)c1[N+](=O)[O-]	1.4	13	-18	3	-0.1	13	1.1	1	3
CCN(CC)C(=S)NC(=O)c1ccc(OC)c(Br)c1	1.6	-19	4	-6	0.3	6	0.8	0	-17
CN(Cc1ccccc1)C(=O)CCSc1nc(-c2ccc3c(c2)OCO3)cc(C(F)(F)F)n1	1.1	-57	-13	-1	-0.1	41	0.6	12	-12
COc1ccc(S(=O)(=O)N2CCC(O)(c3ccc(Cl)cc3)CC2)cc1OC	0.5	-39	16	21	1.7	25	2.1	x	2
Cc1cc(-c2csc(NC(=O)c3ccccc3C(F)(F)F)n2)c(C)n1Cc1ccccc1	-0.7	-6	6	-12	0.4	6	0.6	0	-8
COc1ccc(-c2cc(=O)[nH]c(=S)[nH]2)cc1	-1.7	30	22	9	0.4	-5	1.1	-2	3
Cc1nc2ccccc2n1C1CCN(CC(=O)NCc2ccc(F)cc2)CC1	-2.3	-13	0	0	-0.4	-23	-0.1	-8	2
O=C(Nc1nc2ccccc2[nH]1)C1CCCC1	0.4	-22	15	12	1.7	-3	0.6	-1	-27
O=C(N/N=C\c1ccccc1)c1ccccc1-n1cccc1	1.0	-7	-8	-6	-1.9	22	0.3	7	-28
CC1Cc2ccccc2N1C(=O)CN1CCc2ccccc2C1 (configuration not stated)	-0.2	20	-8	-22	0.1	26	0.3	0	-6
CCOC(=O)N1CCN(C(=O)C2CCN(S(=O)(=O)N3CCCC3)CC2)CC1	2.9	16	8	11	-0.2	-17	-0.3	8	-11
CCCCCOC(=O)CSc1nc2c(c(=O)[nH]c(=O)n2C)n1CCc1ccccc1	1.3	36	-8	11	-0.1	64	0.4	5	-12
CC[N+]1=CN(c2ccccc2)C(C)=CC1(C)C	0.5	40	18	-16	1.3	11	0.7	5	-10
O=C(CCCN1C(=O)/C(=C/c2ccco2)SC1=S)Nc1ccccc1	1.1	-6	-6	-26	-0.7	32	0.5	5	-5
COC(=O)c1cc(-c2ccc(S(=O)(=O)N3CCCC(C)C3)cc2)c(C(F)(F)F)s1 (configuration not stated)	-0.3	4	-6	-3	1.0	4	2.5	x	-9
COCCCNC(=S)NNC(=O)c1csc2ccccc12	1.4	-1	1	6	0.5	-7	-0.1	-3	2
COc1ccc(C(=O)NC2CCCCCC2)cc1S(=O)(=O)N1CCCc2ccccc21	-1.3	-7	-45	-30	-1.2	4	-0.1	0	17
O=C(c1ccc(F)cc1)N1CCCC(C(=O)N2CCc3ccccc3C2)C1 (configuration not stated)	-1.3	-27	-16	-13	-0.2	20	0.9	x	6
Cc1ccc(C)c(N(C(=O)c2nsc(Cl)c2Cl)C(C(=O)NC2CCCC2)c2ccc(O)cc2)c1 (configuration not stated)	0.7	38	1	-16	-1.1	41	-0.6	3	-17
Cc1cccc(C(=O)NN2C(=O)C3C(c4ccccc4)C=CC(c4ccccc4)C3C2=O)c1 (configuration not stated)	1.4	21	9	19	-2.5	55	-0.8	0	-4
CCCCCCCCC(=O)N/N=C/c1cccc(Br)c1	0.3	31	1	-4	0.4	87*	0.2	7	-4

Arranged by heavy-atom count (ascending): 13 of the compounds above
SMILES	S1P4 agonist	EP2 modulator	NPY2 pot ag	NPY1 pot ag	TRPN1 ag	CHOP inh	TRPML3 agonist	NPY Y1 blocker	S1P4 antagonist
COc1ccc(-c2cc(=O)[nH]c(=S)[nH]2)cc1	-1.7	30	22	9	0.4	-5	1.1	-2	3
O=C(Nc1nc2ccccc2[nH]1)C1CCCC1	0.4	-22	15	12	1.7	-3	0.6	-1	-27
CCCCCCCCC(=O)N/N=C/c1cccc(Br)c1	0.3	31	1	-4	0.4	87*	0.2	7	-4
COCCCNC(=S)NNC(=O)c1csc2ccccc12	1.4	-1	1	6	0.5	-7	-0.1	-3	2
Cc1nn(CC(=O)NCCc2ccccc2)c(C)c1[N+](=O)[O-]	1.4	13	-18	3	-0.1	13	1.1	1	3
Cc1cc(NC(=O)CSc2nnc(-c3cccnc3)n2N)no1	1.0	-2	-6	-24	-1.2	20	0.7	-1	-7
O=C(CSc1nc(-c2ccccc2)cc(C(F)(F)F)n1)NCc1ccco1	0.6	-41	10	11	0.5	12	-0.2	4	0
COC(=O)c1cc(-c2ccc(S(=O)(=O)N3CCCC(C)C3)cc2)c(C(F)(F)F)s1 (configuration not stated)	-0.3	4	-6	-3	1.0	4	2.5	x	-9
CCCCCOC(=O)CSc1nc2c(c(=O)[nH]c(=O)n2C)n1CCc1ccccc1	1.3	36	-8	11	-0.1	64	0.4	5	-12
COc1ccc(C(=O)NC2CCCCCC2)cc1S(=O)(=O)N1CCCc2ccccc21	-1.3	-7	-45	-30	-1.2	4	-0.1	0	17
Cc1cc(-c2csc(NC(=O)c3ccccc3C(F)(F)F)n2)c(C)n1Cc1ccccc1	-0.7	-6	6	-12	0.4	6	0.6	0	-8
CN(Cc1ccccc1)C(=O)CCSc1nc(-c2ccc3c(c2)OCO3)cc(C(F)(F)F)n1	1.1	-57	-13	-1	-0.1	41	0.6	12	-12
Cc1ccc(C)c(N(C(=O)c2nsc(Cl)c2Cl)C(C(=O)NC2CCCC2)c2ccc(O)cc2)c1 (configuration not stated)	0.7	38	1	-16	-1.1	41	-0.6	3	-17

Next entries.
SMILES	S1P4 agonist	EP2 modulator	NPY2 pot ag	NPY1 pot ag	TRPN1 ag	CHOP inh	TRPML3 agonist	NPY Y1 blocker	S1P4 antagonist
CS(=O)(=O)N(Cc1ccc(C(=O)Nc2ccccc2Sc2ccccc2)cc1)c1ccccc1	0.5	16	3	-17	0.9	77*	0.2	0	-3
CCN(CC)C(=O)c1sc(NC(=O)c2ccc3c(c2)OCO3)c(C#N)c1C	0.1	-7&38	6	-1	0.7	12	0.5	5	9
CCNC(=S)Nc1nc2c(cc1C(=O)OCC)CCCC2	2.9	10	8	6	-1.7	40	1.1	2	-28
O=C(O)c1ccccc1-c1nc2ccccc2c(=O)[nH]1	0.7	27&-8	-10	11	-0.2	6	0.5	2	-3
O=C(CCC1COc2ccccc2O1)Nc1ccc(Cl)cn1 (configuration not stated)	1.0	-41	-27	-32	-2.1	35	-0.7	3	13
CC1CC1C(=O)Nc1nc(-c2ccccc2)cs1 (configuration not stated)	1.3	-57	-12	-21	-0.9	17	-0.4	2	22
CN1CCN(Cc2nc3c(c(=O)[nH]c(=O)n3C)n2CCc2ccccc2)CC1	3.4	0	10	12	1.3	-24	0.9	0	4
Cc1cc(C)n2ncc(C(=O)NCCc3ccccc3)c2n1	-0.1	-26&13	-8	-13	0.2	-14	1.4	15	-1
CCN1CCN(C(c2cccs2)C(C)NC(=O)c2c(F)cccc2F)CC1 (configuration not stated)	-0.3	15	-2	-3	0.7	12	-0.1	1	-3
CC(=O)CSc1nnc2cc(C)c3ccccc3n12	-0.2	5	-15	-2	-0.3	4	-0.1	4	5
O=C(Nc1ccccc1)C(O)C(O)C(=O)Nc1ccccc1 (configuration not stated)	1.2	-15	-1	-11	1.4	29	0.3	0	2
CC(C)NC(=O)CCCOc1ccc(Cl)cc1Cl	0.8	-20	-5	-8	-0.6	8	-0.1	11	-2
COc1ccccc1NC(=O)CSc1nnc(Cc2cccn2C)n1CCc1ccccc1	-1.7	0	-13	-16	1.9	16	1.9	4	0
Cc1ccc(/C(N)=N/OC(=O)COc2ccc(Cl)c(C)c2)cc1	1.1	3	7	2	-0.2	37	-0.1	11	3
Cc1ccc(C2=N/C(=C\c3c(C)nn(-c4ccccc4)c3N3CCCC3)C(=O)O2)cc1	-0.3	8	-3	-25	0.8	2	1.1	1	-21
Cc1ccc(-c2nnc(CSc3nnc(COc4ccccc4)n3-c3ccccc3)o2)cc1	-4.6	-12	-8	-27	-0.2	26	0.5	13	-10
CCOC(=O)C1(CCCc2ccccc2)CCN(C(=O)c2cnn(CC)c2)CC1	0.3	-25	1	-1	2.1	25	1.3	-2	1
c1ccc(-n2nnc(-c3cccnc3)n2)cc1	-1.4	0	-16	7	0.8	19	0.4	0	0
CC(C)COc1ccc(C(=O)OCCN2CCOCC2)c(O)c1	1.8	25	9	-37	0.8	47	0.6	-1	-2
O=C(NCc1ccccc1)c1cc2ccccc2o1	1.3	-12	7	-10	-1.3	6	-0.2	-2	-17
COc1ccccc1CNC(=O)C(NC(=O)c1ccccc1)C(C)C (configuration not stated)	1.2	-3	-6	-2	-0.6	-3	1.1	7	5
O=C(N/N=C/C(c1ccccc1)c1ccccc1)c1ccccc1F	-1.7	16	-14	-6	-2.5	5	-0.8	3	12
O=C(COC(=O)c1ccccc1Nc1ccccc1)Nc1ccccc1	-0.5	-16	10	-14	-0.7	78*	-0.1	6	1
C/C(CC(=O)Nc1ccc(C)c(Cl)c1)=N\NC(=O)Cc1cccs1	0.5	-21	-18	-10	0.5	26	-0.3	x	-17
Brc1ccc(C2Nc3cccc4cccc(c34)N2)o1	2.0	-42	-4	2	1.2	-18	0.1	-4	-23
Cc1nnsc1C(=O)Nc1cc(Cl)ccc1Cl	1.5	26	-4	-10	-0.8	16	-0.3	2	-7
O=C(Nc1nc2ccccc2c(=O)s1)c1ccco1	0.0	2	-19	-29	2.0	-9	0.1	x	30*
CCOC(=O)C1(Cc2ccccc2C(F)(F)F)CCN(C(=O)c2cc(C)n(C)n2)CC1	0.3	15	4	9	-0.5	27	-0.3	-3	-19
O=C(NC1CC2CCCC(C1)N2C(=O)Nc1ccccc1)c1ccncc1 (configuration not stated)	1.1	-19&9	-9	-8	1.5	-9	0.1	7	-9
CN(CC(=O)Nc1ccc(S(=O)(=O)N2CCCC2)cc1)CC(=O)Nc1ccc(F)c(F)c1F	0.3	-16	-1	15	2.5	9	0.8	-1	18
